From PubChem
RTF Ca sens inh = cardiac RTF calcium desensitization | inhibition, % at 7.15 µM | IANBD-labeled cardiac RTF, Ca2+ fluorescence | P19429+P45379 | AID 493244 | 340,000 compounds, 0.12% hits;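 active = inhibition above the mean inhibition of all tested compounds plus 3 SD, cut at about 17% in these data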;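 also: assay run at fixed EC70 calcium of 1.6 mM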
C-LANA FP = inhibitors of KSHV LANA C-terminal domain DNA binding; 340,000 compounds, 0.078% hits; inhibition, % at 9 µM; MBP-C-LANA/FAM-LBS DNA binding, fluorescence polarization; AID 504423;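 active = highest replicate inhibition at or above 60% at 9 µM, even if other replicates fall short; inactive = all replicates below 60% inhibition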;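 also: 0% = neutral control wells and 100% = 4 µM acridine orange control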
CAL PDZ FP-1 = blocks peptide binding to human CAL PDZ domain. Q9HD26. purified CAL PDZ, TMR-peptide fluorescence polarization, 1 h. inhibition, % at 20 µM. 330,000 compounds, 0.02% hits. AID 504414;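 active = highest replicate inhibition of at least 40%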;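 also: plate controls were DMSO neutral control wells for no effect and unlabeled competitor peptide control wells for full effect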
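System: purified tagged CAL PDZ domain construct (CerCALP). Schedule: 1 h incubation at room temperature before polarization reading. Medium: 25 mM sodium phosphate pH 7.4, 150 mM NaCl, TCEP, IgG, Thesit. Read-out: percent inhibition from loss of millipolarization. Measured by: FP readout, S and P plane fluorescence. Probe or stimulus: fluorescent TMR peptide probe.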
NSD2 inh = NSD2 (human) methyltransferase inhibition. O96028. 310,000 compounds, 0.54% hits. inhibition, % at 12.5 µM. AID 743445. NSD2 peptide methylation, AlphaScreen, 120 min; in the data active = inhibition above about 50%
Target sequence (O96028 whole entry, looked up): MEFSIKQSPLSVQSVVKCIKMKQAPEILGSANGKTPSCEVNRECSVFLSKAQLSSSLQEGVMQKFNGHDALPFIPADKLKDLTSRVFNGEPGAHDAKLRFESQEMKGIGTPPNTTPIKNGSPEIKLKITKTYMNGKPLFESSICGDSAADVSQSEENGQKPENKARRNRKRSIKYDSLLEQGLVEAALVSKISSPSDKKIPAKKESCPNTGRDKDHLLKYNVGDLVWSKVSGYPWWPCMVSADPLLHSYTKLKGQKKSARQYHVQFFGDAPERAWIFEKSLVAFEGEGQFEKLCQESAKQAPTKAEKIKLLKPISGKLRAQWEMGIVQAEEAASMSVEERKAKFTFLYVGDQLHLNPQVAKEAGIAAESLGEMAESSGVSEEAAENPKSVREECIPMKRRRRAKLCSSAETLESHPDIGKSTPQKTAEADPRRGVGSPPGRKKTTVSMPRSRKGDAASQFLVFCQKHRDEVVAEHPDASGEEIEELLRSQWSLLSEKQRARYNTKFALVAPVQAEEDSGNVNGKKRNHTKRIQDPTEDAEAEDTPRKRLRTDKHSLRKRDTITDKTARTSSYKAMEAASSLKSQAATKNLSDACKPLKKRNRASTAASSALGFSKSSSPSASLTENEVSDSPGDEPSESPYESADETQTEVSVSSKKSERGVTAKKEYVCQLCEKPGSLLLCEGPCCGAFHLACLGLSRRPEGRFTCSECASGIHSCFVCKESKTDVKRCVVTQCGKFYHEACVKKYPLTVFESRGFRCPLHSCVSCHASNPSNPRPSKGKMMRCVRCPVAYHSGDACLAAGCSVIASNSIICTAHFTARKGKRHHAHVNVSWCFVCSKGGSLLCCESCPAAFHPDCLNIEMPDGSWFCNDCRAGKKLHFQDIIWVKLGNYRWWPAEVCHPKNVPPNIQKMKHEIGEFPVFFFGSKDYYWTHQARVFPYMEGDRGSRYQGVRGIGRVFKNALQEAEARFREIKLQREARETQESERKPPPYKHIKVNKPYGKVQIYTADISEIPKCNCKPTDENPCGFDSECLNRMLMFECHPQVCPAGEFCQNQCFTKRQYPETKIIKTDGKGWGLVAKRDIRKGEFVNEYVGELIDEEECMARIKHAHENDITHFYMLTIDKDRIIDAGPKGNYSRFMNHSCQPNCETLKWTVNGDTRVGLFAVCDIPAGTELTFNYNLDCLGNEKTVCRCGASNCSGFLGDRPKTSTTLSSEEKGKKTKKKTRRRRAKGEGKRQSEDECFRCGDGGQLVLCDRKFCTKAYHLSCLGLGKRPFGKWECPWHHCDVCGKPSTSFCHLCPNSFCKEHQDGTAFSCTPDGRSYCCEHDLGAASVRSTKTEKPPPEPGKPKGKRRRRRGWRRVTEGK
DSG3 Ab inh = human desmoglein-3 autoantibody binding inhibition; P32926; DSG3-coupled beads, scFv-anti-DSG3-GFP binding, flow cytometry; hits give low values; binding (percent of control), % at 10 µM; 310,000 compounds, 0.48% hits; AID 588358;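 active = binding more than 3 SD below its plate's average and above zero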;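 also: hits lower antibody fragment binding to DSG3; some compounds called inactive have numbers as strong as hits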
V-ATPase pHluor = alters yeast V-ATPase proton transport; S. cerevisiae, pHLuorin cytosolic pH fluorescence; response, % at 10 µM; 350,000 compounds, 0.37% hits; AID 504577; in the data active = response mostly above about 7.3%, no sharp cut-off; inactive = mostly below about 5.4%; also: actives read high; inactives centre near 0; some compounds called inactive have numbers as strong as hits; reference of the scale not given here
DAGLB inhibitor = diacylglycerol lipase beta (human) inhibition | 340,000 compounds, 0.059% hits | HEK293T DAGLB membrane lysate, EnzChek fluorogenic substrate | AID 504411 | inhibition, % at 5.17 µM | Q8NCG7; in the data active = inhibition above about 34%;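 also: 0% = enzyme with vehicle and 100% = wells lacking enzyme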
Keap1-Nrf2 PPI = Keap1-Nrf2 (human) interaction inhibition. 340,000 compounds, 0.15% hits. AID 504523. Q14145. inhibition, % at 9.4 µM. Keap1 Kelch-Nrf2 peptide fluorescence polarization, 1536-well; in the data active = inhibition above about 12%;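 also: human Keap1 Kelch domain with fluorescein labeled Nrf2 9mer peptide probe; 0% = neutral control wells and 100% = peptide positive control; higher means more block of Keap1 binding to Nrf2 peptide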
CAL PDZ FP-2 = CAL PDZ (human) peptide binding inhibition. Q9HD26. purified CAL PDZ, TMR-peptide fluorescence polarization, 1 h. inhibition, % at 24.9 µM. 300,000 compounds, 0.92% hits. AID 602252;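 active = mean inhibition of at least 30% with at least half of replicates also reaching 30%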;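 also: 0% = DMSO neutral control and 100% = excess unlabeled competitor peptide PRC23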
Arrestin-AP2 inh = inhibitors of human beta-arrestin and AP2 interaction; inhibition, % at 10 µM; 340,000 compounds, 0.31% hits; FITC-arrestin peptide / GST-AP2 beads, flow cytometry; AP2 beta2 appendage carries R879A mutation;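 active = inhibition above a set limit, near 3 SD of compounds lacking own fluorescence, cut at about 54% in these data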;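 also: plate controls were DMSO wells for no effect and 5 µM unlabelled arrestin peptide for full effect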
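Assay system: GST-AP2 R879A bound to glutathione beads, E. coli-expressed; Medium: PBS with 0.05% Tween 20 and 0.1% BSA; Also added: fluorescein-tagged arrestin peptide at 50 nM final; Timing: 12 min plus 1 h, RT; Measured by: flow cytometry, FL1 (488/535 nm); Evaluation: percent drop in bead-associated FITC signal.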
Starred values were filed as active, the others as inactive; x = no result given.

Values run as follows: RTF Ca sens inh, C-LANA FP, CAL PDZ FP-1, NSD2 inh, DSG3 Ab inh, V-ATPase pHluor, DAGLB inhibitor, Keap1-Nrf2 PPI, CAL PDZ FP-2, Arrestin-AP2 inh
(1) CCC(=O)N1CCN(c2ccc(Cl)cc2NC(=S)NC(=O)c2ccco2)CC1
    -9, 0.4, -2.3, 0, 114, 0, 2, -2, -1, -19
(2) NCCSC1CC(=O)N(c2ccc(F)cc2)C1=O (stereo not given)
    -5, 1.0, -0.4, -2, 96, 1, -3, -5, -2, -8
(3) COc1cccc(SCc2noc(C(=O)NCC3CC3)c2C(=O)NCC2CC2)c1
    -23, 1.8, 0.5, x, 94, 0, -10, -3, -5, -4
(4) O=S1(=O)c2cccc3cccc(c23)N1Cc1nnc(-c2ccccc2Br)o1
    -2, -2.8, -2.7, 8, 79, 2, -4, 1, -3, 5
(5) CC(C)Cn1cnc2sc3c(c2c1=N)CCCC3
    -7, -1.1, 1.7, 3, 113, -1, -1, 1, -4, 22
(6) COc1cccc(NC(=O)NCCN2CCCCC2)c1
    0, -3.0, -0.7, -3, 105, 1, 0, -1, -2, -14
(7) COc1cccc(CC(=O)Nc2ccc(S(=O)(=O)N3CCCCC3)cc2)c1
    -6, -2.8, -0.7, 1, 124, 5, -5, -1, -3, 39
(8) Cc1ccccc1N(CC(=O)NC(C)(C)C)C(=O)CS(=O)CC(=O)Nc1ccc2c(c1)OCO2 (stereo not given)
    -5, 0.5, -0.1, -2, 98, 1, 0, 2, 4, 22
(9) N#Cc1cccnc1Nc1cccc(Cl)c1
    -9, -1.5, -0.6, -1, 100, 1, -2, -2, -2, 4
(10) COCCCN1C(=O)N(c2ccccc2)C(=O)C1CC(=O)Nc1ccc(F)cc1 (stereo not given)
    -11, -6.8, -8.8, -1, x, 0, 2, -6, -4, 38
(11) C=CC[C@]12C[C@@H](OC)C(=O)C=C1O[C@@H](c1ccc(OC)c(OC)c1)[C@H]2C
    2, 1.1, 1.1, x, 103, 3, 0, 0, 3, 0
(12) CCOC(=O)N1CCC(NS(=O)(=O)c2cc(Br)cnc2N)CC1
    4, -0.3, -0.3, x, 108, 4, 2, -5, -1, -5
(13) O=C(NCC(=O)N1CCN(c2ccccc2O)CC1)c1ccc(Br)o1
    -4, -1.0, -1.3, 0, 104, -5, -4, -7, 1, 9
(14) CSc1ncccc1C(=O)Nc1ccccc1N1CCOCC1
    -1, 0.9, -1.4, 1, 101, 1, 0, 1, x, 5
(15) Cc1scc(C(=O)O)c1-c1c(C(=O)O)csc1C
    0, -1.7, -3.2, -1, 101, 2, -2, -2, -3, x
(16) COc1ccc(/C=C2/C(=O)N(c3ccccc3)N=C2C)cc1Br
    -1, -0.1, x, 33, 88, 2, 3, -4, -7, 8
(17) N#CCC(=O)N/N=C/c1cn(Cc2ccc(Cl)cc2Cl)c2ccccc12
    -4, 2.3, -0.1, -2, 109, -3, -3, -1, x, 12
(18) O=C(c1ccc2ccccc2c1)N1CCOCC1
    11, -1.1, 0.2, 16, x, 1, 0, -1, -2, 0
(19) CCOC(=O)C1CSC(CC(=O)Nc2ccc(Cl)cc2)C(=O)N1 (stereo not given)
    1, 2.4, -2.6, -1, 98, 3, 1, 1, -1, 18
(20) CC(C)C(NC(=O)OCc1ccccc1)C(=O)NCc1ccc(C(=O)O)cc1 (stereo not given)
    -1, -0.3, 0.2, -1, 96, 1, -1, -8, x, -2
(21) COc1ccc(S(=O)(=O)N2CCCCCC2)cc1C(=O)NCc1cccs1
    -7, 2.1, 0.0, -2, 106, 0, -1, -3, 0, 1
(22) CC(C)C(=O)NCCSc1c[nH]c2ccccc12
    -9, -2.5, -0.4, x, 103, -3, 3, -3, 2, -3
(23) Cc1c(Cl)c(=O)oc2cc(OC(C)C)ccc12
    -7, 0.5, -0.2, -5, 83, -1, -2, 3, -5, 6
(24) O=C(CSc1nc(-c2ccccc2)cs1)NC(=O)NCc1ccco1
    -6, -1.4, -3.1, x, 116, 8, -2, -5, -4, -1
(25) COc1ccccc1CN1CCc2c([nH]c3ccccc23)C1
    3, 11, -0.4, 7, 115, -2, -1, 2, -5, -3
(26) CC(=O)Nc1ccc(NC(=O)c2c([N+](=O)[O-])cnn2C)cc1
    -25, -0.1, 0.6, -1, 111, 1, -3, -1, -3, -4
(27) CNC(=S)Nc1ccc2nc(C)oc2c1
    -4, -1.5, -0.4, 12, 108, 0, 1, -7, -1, 4
(28) O=C(COC(=O)CCS(=O)(=O)c1ccccc1)NC(=O)c1ccc(OC(F)F)cc1
    -1, 0.8, -0.5, 0, 114, -3, -2, -4, -2, -3
(29) COC(=O)c1ccc([N+](=O)[O-])c(CS(=O)(=O)c2ccc(Cl)cc2)c1
    -6, 0.4, -1.6, 10, 104, -2, 1, -6, -5, -2
(30) CCOC(=O)[C@@H]1[C@H]2COc3ccc(Br)cc3[C@@H]2N2C(=O)N(c3cccc(F)c3)C(=O)[C@@]12C
    -16, -0.8, -0.7, x, 126, 2, -3, -2, 2, 0
(31) COc1cc(NC(=O)c2ccccc2NS(=O)(=O)c2ccc(Cl)s2)cc(OC)c1
    -10, -4.4, -4.7, 2, 104, -2, 14, -8, -17, x
(32) COc1ccc(-n2nnc3c(SCC(=O)N4CCCc5ccccc54)ncnc32)cc1
    6, -0.8, 15, x, 77, 2, -1, 2, 60*, -10
(33) Cc1ccc(NC(=O)CC2C(=O)NC3CCCCC3N2C(=O)c2ccc(F)cc2)cc1C (stereo not given)
    -3, -0.2, 0.1, 0, x, 1, 0, 2, -8, 28
(34) CC(C)C(C)NC(=O)CN1C(=O)NC(C)(c2ccc3ccccc3c2)C1=O (stereo not given)
    0, 0.8, -0.4, -3, 100, -2, -2, 3, x, -1
(35) CC(OCc1ccccc1)C(NC(=O)OC(C)(C)C)C(=O)NCC1CCCO1 (stereo not given)
    2, 1.1, -0.2, 7, 103, -3, 0, 0, 2, 3
(36) CCOC(=O)C(=CNc1cc(OC)ccc1-n1cccc1)C(=O)OCC
    -1, -0.1, -5.1, 17, x, 0, -9, 2, -2, -1
(37) CCn1c(SCC(=O)Nc2ccc(C)cc2)nnc1-c1ccc(O)cc1
    -3, 1.6, -0.1, -2, 89, -2, -6, -2, -5, 4
(38) CC1CC(C)CN(CCCNC(=O)c2ccc3c(c2)N(Cc2ccccc2)C(=O)c2ccccc2S3=O)C1 (stereo not given)
    6, -2.7, -5.3, 8, 104, 1, -1, -2, -3, 1
(39) C#Cc1ccc([C@@H]2C=C(C(=O)N3CCOCC3)O[C@H](OCCCCO)C2)cc1
    -25, -0.6, -0.2, x, 99, -4, -2, 4, 3, 22
(40) CC(C)(C)N(Cc1ccccc1)C(=O)COC(=O)CN1C(=O)NC2(CCCC2)C1=O
    -4, -0.9, -1.9, 0, 105, 1, -1, -1, 1, -4
(41) O=C(O)CCCN1C(=O)c2ccc(Oc3cccc([N+](=O)[O-])c3)cc2C1=O
    -11, -1.6, -0.7, 2, 98, -1, 0, 1, -2, 17
(42) O=C(C(=O)N1CCOCC1)c1cn(CCOc2ccccc2)c2ccccc12
    -2, -0.4, -1.3, 2, 104, -1, -2, 2, -8, 4
(43) C[C@]12CC[C@@H]3c4ccc(O)cc4C(=O)C[C@H]3[C@@H]1CC[C@@H]2O
    0, 0.0, -1.2, x, 97, 8, 2, -1, 0, 5
(44) COc1ccc(-n2nnc3c(=O)n(CC(=O)Nc4cc(C)on4)cnc32)cc1OC
    -8, 3.6, 0.5, 4, 101, -1, 0, -2, -5, -6
(45) O=C(CSc1nnnn1-c1ccccc1)Nc1ccc(N2CCOCC2)cc1
    7, -0.2, -0.6, -2, 99, -1, 2, -3, x, 27
(46) S=C(NCc1ccccc1)NC1CCSc2ccccc21 (stereo not given)
    -4, -0.6, -0.1, -14, 105, 2, -2, -1, -7, 12
(47) C=CCCC(=O)N(C)CCO
    -7, 1.4, 0.3, x, 112, -1, 1, 3, -4, 8
(48) O=C(Cn1nnc(-c2cccs2)n1)OC1CCCCC1
    2, -1.6, -0.5, -4, 96, -5, -4, -6, -1, 11
(49) O=c1c2c(-c3ccccc3)csc2nc2n1CCC2
    4, -1.9, -0.8, 2, 111, 0, 0, -2, -3, x
(50) Cc1cc(C(=O)OC(C(=O)Nc2ccc(C)c(Cl)c2)c2ccccc2)c(C)o1 (stereo not given)
    1, 0.3, -1.2, 1, 101, -2, -8, 0, 1, 39
(51) Cc1oc(-c2ccccc2F)nc1CN1CCC(C(=O)NCc2cccs2)CC1
    -6, 0.1, -1.3, 0, 111, 5, 0, -4, x, 6
(52) Cc1ccc(S(=O)(=O)CCC(=O)NCCN2C(=O)S/C(=C\c3ccccc3)C2=O)cc1
    -10, 1.5, -1.9, 1, 96, -1, -1, -4, -3, 2
(53) COc1cccc(OCc2cc(C(=O)N3CCN(C4CCCCC4)C(=O)C3)no2)c1
    -8, 2.8, -0.6, -4, x, 3, -2, -3, -6, 3
(54) CCOc1ncccc1C(=O)Nc1nc(SC)ns1
    -3, -0.7, -6.1, 1, 94, 1, -5, 3, -1, 14
(55) COc1ccccc1N(C(=O)CNS(=O)(=O)c1ccccc1)C(C(=O)NCc1ccco1)C(C)C (stereo not given)
    -4, 0.5, -0.3, 4, 94, 4, 2, -7, -7, -1
(56) C/C(=N\NC(=O)c1ccccn1)C12CC3CC(CC(C3)C1)C2
    1, 1.8, -2.2, 0, 106, -1, -3, -2, -8, 3

Only part of the results is shown; rates above refer to the full screens.
